All columns: NCI-60 one-dose screen, growth in % after 48 h at 10 µM unless noted; 100 = growth as untreated, 0 = no growth, -100 = all killed.
CCRF-CEM: CCRF-CEM leukemia | AID 1794778 | hit rate 7% among 77,000
MDA-MB-468: MDA-MB-468 breast cancer; hit rate 8.5% among 78,000
MDA-MB-231: MDA-MB-231 breast cancer. hit rate 5% among 81,000. AID 1794789
SR: SR leukemia cells. hit rate 8.7% among 73,000. AID 1794780
RPMI-8226: RPMI-8226 leukemia cells; hit rate 7.5% among 77,000
MCF7: MCF7 breast cancer | hit rate 6.3% among 82,000 | AID 1794796
K-562: K-562 leukemia. hit rate 7.4% among 78,000. AID 1794777
MOLT-4: MOLT-4 leukemia cells. AID 1794779. hit rate 6.9% among 80,000
* marks the source's active call; other numbers are inactive results; . = no result given; & = joins results of further samples. The calls were made as follows: active = growth percent below 10; inactive = the rest. Random draw from the library; overall some 14% were active at least once.

Values in the order – CCRF-CEM | MDA-MB-468 | MDA-MB-231 | SR | RPMI-8226 | MCF7 | K-562 | MOLT-4
Oc1ccc(C=Nc2ccccc2O)cc1
    92 | 91 | 85 | 79 | 73 | 86 | 75 | 92
O=C1/C(=C\c2ccc(Br)cc2)CN(C(=O)c2ccccc2F)C/C1=C\c1ccc(Br)cc1
    -10* | -54* | -4.7* | -27* | -38* | -34* | 1.3* | 4.5*
O=C(CN1CCN(c2cc(=O)n(-c3ccccc3)c3ccccc23)CC1)Nc1ccc(Br)cc1
    90 | 56 | 89 | 90 | 96 | 82 | 67 | 82
Cc1ccc(-c2nn3c(-c4ccccc4)nnc3o2)cc1
    108 | 109 | 123 | 88 | 109 | 96 | 115 | 101
Cn1c(=O)c2c(ncn2CCC(=O)Nc2ccc(F)cc2)n(C)c1=O
    97 | 106 | 102 | 105 | 97 | 100 | 96 | 101
Cc1cc(NS(=O)(=O)c2ccc(N=Nc3cc(N=Nc4ccc(S(=O)(=O)Nc5cc(C)nc(C)n5)cc4)c4c(NC(=O)C(Cl)Cl)cccc4c3OC(=O)C(Cl)Cl)cc2)nc(C)n1 (tested in a mixture with another compound)
    100&95 | 78&103 | 68&82 | 69&103 | 101&114 | 78&94 | 117&108 | 105&102
C[N+](C)(C)CC(=O)N/N=C\c1ccco1
    100 | . | 118 | 81 | 103 | 89 | 53 | 102
COc1ccc(C2=NN(c3ccccc3)C(c3sc(Cl)nc3Cl)C2)cc1 (configuration not stated)
    . | 100 | 81 | 82 | 107 | 90 | 97 | 101
Cc1ccc(NS(=O)(=O)c2ccc(Br)cc2)cc1
    107 | 113 | 106 | 95 | 102 | 97 | 96 | 91
COc1cccc(CCC(=O)c2cc3c(N)c(C(=O)Nc4ccccc4)sc3nc2C)c1
    30 | 25 | 45 | 16 | 44 | 10 | 12 | 22
COc1c(/C=C/C(=O)N2CCCC2)cc2c(c1OC)OCO2
    103 | 90 | 92 | 91 | 109 | 97 | 93 | 100
CC(c1ccccc1)(c1ccccc1)C(O)c1ccccc1 (configuration not stated)
    85 | 95 | 91 | 81 | 83 | . | 81 | 77
N#Cc1c(-c2ccc(Br)cc2)cc(-c2ccccc2)[nH]c1=O
    86 | 94 | 83 | 78 | 77 | 75 | 79 | 78
CC(=O)c1cc(C)oc1C
    99 | 97 | 117 | 91 | 106 | 108 | 100 | 96
CC(C)=C(c1ccc(Cl)cc1)c1ccccc1Cl
    88 | 113 | 115 | . | 91 | 104 | 97 | 99
O=C1c2ccccc2C(=O)C1c1ccccn1
    99 | 84 | 115 | 103 | 101 | 87 | 108 | 109
COc1ccc(S(=O)(=O)NCCCNc2nccc(-c3c(-c4ccc(F)c(OC)c4)nc4occn34)n2)cc1
    56 | 49 | 68 | 67 | 47 | 63 | 50 | 42
O=C(c1cccc2ccccc12)N1CCCCC1
    103 | 96 | 101 | 93 | 104 | 100 | 103 | 94
CC(=O)N(O)C(C)C#Cc1ccc(NS(=O)(=O)c2ccc(Cl)cc2)cc1 (configuration not stated)
    78 | 88 | 89 | 91 | 62 | 92 | 77 | 85
CCOc1ccc(Br)cc1/C=C(\C#N)c1ccc([N+](=O)[O-])cc1
    . | 52 | 61 | . | 85 | 23 | 81 | 83
CC(=O)c1nc2ccccc2n1CCN1C(=O)NC2NC(=O)NC2C1=O (configuration not stated)
    99 | 106 | 93 | 82 | 106 | 82 | 104 | 94
O=c1cc[nH]c2c(Cl)c3nnn(OCc4ccccc4)c3cc12
    88 | . | 103 | 93 | 86 | 66 | 92 | 91
COc1cc2oc(-c3cccc(NC(=O)[C@H](C)N)c3)cc(=O)c2c(OC)c1OC
    101 | 85 | 92 | 75 | 103 | 96 | 92 | 100
CCC(C)/C=C/C=C/C(O)=C1/C(=O)NC(Cc2ccc(O)cc2)C1=O (configuration not stated)
    99 | 99 | 106 | 88 | 99 | 105 | 94 | 86
O=C(NCCN1CCOCC1)NCN1C(=O)c2cccc3cccc(c23)C1=O
    115 | 124 | 99 | 103 | 111 | 113 | 81 | 102
COc1cccc(/C=C2\Cc3cc4c(cc3C2=O)OCO4)c1OC
    101 | 92 | 82 | 66 | 92 | 76 | 84 | 103
Nc1nc(/C=C(/O)c2ccccc2)c2ncn(C3OC(CO)C(O)C3O)c2n1 (configuration not stated)
    . | 94 | 93 | 81 | 126 | 83 | 115 | 88
Cn1cc(C2OC(=O)c3ccccc32)c2ccccc21 (configuration not stated)
    85 | 79 | 86 | 78 | . | 94 | 101 | 89
O=C(Nc1cc(F)cc2cccnc12)c1cnc(N2CCC(O)C2)cn1 (configuration not stated)
    60 | 21 | 97 | 75 | 86 | 13 | 37 | 45
O=C(Cc1ccc(Nc2ccnc(C(F)(F)F)c2)cc1)Nc1ccccc1O
    43 | 66 | 72 | 70 | 55 | 82 | 73 | 48

Some of the entries above in another layout:
SMILES	CCRF-CEM	MDA-MB-468	MDA-MB-231	SR	RPMI-8226	MCF7	K-562	MOLT-4
Cc1ccc(NS(=O)(=O)c2ccc(Br)cc2)cc1	107	113	106	95	102	97	96	91
CC(=O)c1nc2ccccc2n1CCN1C(=O)NC2NC(=O)NC2C1=O (configuration not stated)	99	106	93	82	106	82	104	94

Carrying on.
Values in the order – CCRF-CEM | MDA-MB-468 | MDA-MB-231 | SR | RPMI-8226 | MCF7 | K-562 | MOLT-4
Nc1cc(C(F)(F)F)ccc1Br
    110 | 100 | 106 | 92 | 121 | 108 | 99 | 101
C=CCNC(=S)N/C=C(\c1ccccc1)S(=O)Cc1ccccc1 (configuration not stated)
    106 | 105 | 104 | 95 | 102 | 96 | 100 | 101
COc1ccccc1/C=N/NC(=O)CSc1nc2ccccc2c(=O)n1CCc1ccc(S(N)(=O)=O)cc1
    19 | 45 | 48 | 25 | 36 | 20 | 35 | 14
S=c1ssnc1-c1ccccn1
    -6.1* | . | 44 | -26* | 10 | 27 | -35* | 1.0*
CCc1ccc(-c2ccc(-n3nc(C)c4c(N)nc(Cc5ccccc5)nc43)cc2)cc1
    . | 39 | 38 | 21 | 86 | 58 | 7.4* | 56
CC(C)c1ccc(C2=C/C(=C\c3ccc(Br)cc3)C(=O)N2CCc2ccc(S(N)(=O)=O)cc2)cc1
    101 | 109 | 97 | 97 | 101 | 86 | 92 | 96
Clc1ccc(-c2onc3ccc(C4Oc5ccccc5C5CC(c6ccccc6)=NN54)cc23)cc1 (configuration not stated)
    105 | 109 | 98 | 96 | 100 | 98 | 103 | 106
c1cnc(Nc2nc3c(s2)CCCc2cc[nH]c2-3)nc1
    91 | 89 | 81 | 84 | 86 | 73 | 88 | 92
C[C@H](c1nc2ccc(Cl)cn2c1NCc1ccccc1)[C@H]1CC[C@H]2[C@@H]3CCC4=CC(=O)CC[C@]4(C)[C@H]3CC[C@]12C
    49 | . | 66 | 50 | 28 | 40 | 42 | 43
Cn1ccc(=O)c(C(=O)Nc2nsc3ccc([N+](=O)[O-])cc23)c1
    83 | 87 | 48 | 56 | 62 | 35 | 78 | 83
O=C1NN(C(=O)c2cc([N+](=O)[O-])cc([N+](=O)[O-])c2)C(c2ccccc2)=N/C1=C/c1ccoc1
    89 | 119 | 98 | . | 85 | 97 | 133 | .
Cc1ccc(Cn2c(C)c(-c3ccccc3)c(-c3ccccc3)c2C)cc1
    48 | 59 | 87 | 19 | 33 | 75 | 51 | 45
COc1ccc(S(=O)(=O)N2CCCC(C(=O)Nc3nc4ccc(NC(=O)c5ccc(F)c(OC)c5F)cc4s3)C2)cc1 (configuration not stated)
    72 | 74 | 88 | 47 | 49 | . | 48 | 42
CC(C)(C)c1ccc(S(=O)(=O)N[C@H]2CC[C@H]3[C@@H]4CCc5cc(OS(=O)(=O)O)ccc5[C@H]4CC[C@]23C)cc1
    . | 59 | 26 | 21 | 34 | 15 | 22 | 15
CCOCN1CCCCC1
    99 | 100 | 112 | 105 | 98 | 104 | 108 | 98
CCSc1ccnc(N)n1
    97 | . | 104 | 153 | 114 | 104 | 121 | 124
Clc1ccc(Cl)c(Nc2nc3ccccc3s2)c1
    98 | 111 | 94 | 98 | 101 | 106 | 90 | 86
CN(C)CCCNc1nc2ccccc2c2c(=O)c3cc(F)ccc3sc12
    10* | -7.0* | -30* | -38* | . | 18 | -27* | -11*
CCOC(=O)C(C(=O)c1ccccc1)C(c1ccccc1)c1nccc2ccccc12 (configuration not stated)
    72 | 80 | 82 | 138 | 64 | 94 | 106 | 92
C=C(C)[C@@H]1CC[C@]2(C(=O)O)CC[C@]3(C)[C@H](CC[C@@H]4[C@@]5(C)C/C(=C/c6cccc(I)c6)C(=O)C(C)(C)[C@@H]5CC[C@]43C)[C@@H]12
    26 | 26 | 56 | 24 | 9.9* | 20 | 13 | 13
COc1ccc(-c2nc3c(ccc4ccccc43)o2)cc1OC
    90 | 93 | 79 | 96 | 96 | 86 | 87 | 93
COc1ccc(-c2nc3ccccn3c2-c2nc3ccc(F)cc3[nH]2)cc1
    . | 81 | 102 | 73 | 47 | 97 | 50 | .
O=C1/C(=C/c2ccc(Br)cc2)COc2ccc(O)cc21
    1.3* | 89 | 86 | 12 | -24* | 9.1* | 9.1* | 17
FC(F)(F)C(c1ccc(Cl)cc1)c1ccc(Cl)cc1
    103 | . | 103 | 106 | 111 | 100 | 105 | 104
COC(=O)C1(C2(C(=O)OC)NC(=S)NC(=O)C2C#N)CCCC1=O (configuration not stated)
    101 | 108 | 114 | 103 | 116 | 92 | 95 | 106
CN1C(=O)NC(=O)C1c1ccccc1 (configuration not stated)
    105 | 106 | 100 | 112 | 94 | 104 | 109 | 108
C[Si](Cl)(Cl)c1ccccc1
    95 | 103 | 107 | . | 96 | 93 | 109 | 110
COc1ccccc1NC(=O)c1sc(N)c(C#N)c1C
    86 | . | 88 | 93 | 94 | 71 | 93 | 79
C=CCn1c(SCC(=O)Nc2ccc(C(=O)/C=C/c3ccc(Cl)cc3)cc2)nnc1-c1cc(-c2ccc(OC)cc2)nc2ccccc12
    105 | 101 | 91 | 94 | 103 | 97 | 103 | 111
O=C(O)C(CCC(C(=O)O)c1ccccc1)c1ccccc1 (configuration not stated)
    92 | 104 | 97 | 95 | 104 | 106 | 104 | 93

Of the compounds above, 2 contain a COOH group.
Values in the order – CCRF-CEM | MDA-MB-468 | MDA-MB-231 | SR | RPMI-8226 | MCF7 | K-562 | MOLT-4
C=C(C)[C@@H]1CC[C@]2(C(=O)O)CC[C@]3(C)[C@H](CC[C@@H]4[C@@]5(C)C/C(=C/c6cccc(I)c6)C(=O)C(C)(C)[C@@H]5CC[C@]43C)[C@@H]12
    26 | 26 | 56 | 24 | 9.9* | 20 | 13 | 13
O=C(O)C(CCC(C(=O)O)c1ccccc1)c1ccccc1 (configuration not stated)
    92 | 104 | 97 | 95 | 104 | 106 | 104 | 93

(listing goes on)
Values in the order – CCRF-CEM | MDA-MB-468 | MDA-MB-231 | SR | RPMI-8226 | MCF7 | K-562 | MOLT-4
O=C(Nc1ccc(Br)cc1)Nc1cccc(-c2cc(=O)c3ccccc3o2)c1
    94 | 95 | 112 | 86 | 93 | 89 | 92 | 94
O=C1C=CC(=O)N1c1ccc2c(c1)C(NC(=O)C(F)(F)F)c1ccccc1-2 (configuration not stated)
    38 | 93 | 95 | 87 | 92 | 103 | . | 54
COc1cc(NC(=O)C(C)C)ccc1C(=O)NC(=S)Nc1ccc(S(N)(=O)=O)cc1
    98 | 123 | 93 | 111 | 107 | 101 | 108 | 118
COc1ccc(Oc2nc(Nc3ccc(N4CCOCC4)cc3)ncc2NC(=O)c2ccc(OC)c(OC)c2)cc1
    95 | 107 | 103 | 81 | 89 | 96 | 91 | 80
COc1ccc(N2C(=O)N(c3ccc(SC)cc3)C(=O)C2=S)cc1
    89 | 97 | 101 | 83 | 93 | 91 | 79 | 84
CNC(=O)c1cc(Oc2ccc3nc(NC(=O)c4cc(Cl)cc(Cl)c4)sc3c2)ccn1
    60 | 60 | 95 | 59 | 60 | 75 | 41 | 70
O=C(CSC1CCc2ccccc21)N/N=C/c1ccccc1O (configuration not stated)
    18 | 34 | 45 | 18 | 72 | 19 | . | 2.6*
O=S1(=O)CCCc2c1nnn2-c1ccc(F)cc1
    103 | 105 | 99 | 89 | 102 | 99 | . | 97
CCCCNC(=O)N1CCc2nc(NC(=O)Cc3ccccc3)sc2C1
    104 | 88 | 93 | 93 | 99 | 94 | 105 | 91
CC(=O)OC(OC(C)=O)c1ccc([N+](=O)[O-])o1
    113 | 99 | 90 | 84 | 118 | 98 | 86 | 89
CCOC(=O)CNC(=O)Sc1ccc(C(C)(C)C)cc1
    . | 111 | 105 | . | . | 99 | 72 | 32
O=C1CCC(NS(=O)(=O)c2ccccc2)N1 (configuration not stated)
    113 | 119 | 111 | 90 | 113 | 97 | 99 | 95
Cc1ccc2sc3c(c2c1)OC(N)=C(C#N)C3c1ccc(Cl)cc1 (configuration not stated)
    76 | -19* | 65 | . | 93 | 14 | . | .
CCOC(=O)C1=C(N)N(c2ccc(Cl)cc2)C2=C(C(=O)CC(C)(C)C2)C1c1ccc(Cl)cc1Cl (configuration not stated)
    36 | 18 | . | 25 | 15 | 30 | 21 | 29

Single entries from the results shown:
Value of O=C(Nc1ccc(Br)cc1)Nc1cccc(-c2cc(=O)c3ccccc3o2)c1 under MCF7: 89
Value of CCOC(=O)C1=C(N)N(c2ccc(Cl)cc2)C2=C(C(=O)CC(C)(C)C2)C1c1ccc(Cl)cc1Cl (configuration not stated) under MDA-MB-468: 18
Value of O=C(CSC1CCc2ccccc21)N/N=C/c1ccccc1O (configuration not stated) under RPMI-8226: 72
Value of O=C1C=CC(=O)N1c1ccc2c(c1)C(NC(=O)C(F)(F)F)c1ccccc1-2 (configuration not stated) under MDA-MB-231: 95
Value of CC(=O)OC(OC(C)=O)c1ccc([N+](=O)[O-])o1 under RPMI-8226: 118

High-throughput results as filed in PubChem BioAssay.
